mHTT CaM bind: mHTT-calmodulin interaction abrogation. 190,000 tested, 3.6% active. P42858. inhibition, % at 15 µM. AlphaScreen His-mHTT/GST-CaM binding, luminescence;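 further: 0% = both proteins with DMSO and 100% = one protein alone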
Pf apPOL inh: Pf-apPOL DNA polymerase inhibition; Recombinant Pf-apPOL, molecular beacon fluorescence, 1.5 h; inhibition, % at 10 µM; 210,000 tested, 0.25% active
Starred values were filed as active, the others as inactive; i = inactive; · = no result given; & = joins results of further samples. No stated cut-off is given here; in the data, active means inhibition above about 50%; inactive means the rest.

SMILES	mHTT CaM bind	Pf apPOL inh
O=C(Nc1ccc2c(c1)OCCO2)c1ccccc1-c1n[nH]c2c1CCCC2	9.6	-8.4
COc1ccc(-n2nc3c(c2NC(=O)/C=C/c2ccc4c(c2)OCO4)CSC3)cc1	39.0	-8.8
NS(=O)(=O)c1ccc(NC(=O)CSc2nc(-c3ccccc3)c(-c3ccccc3)o2)cc1	24.0&22.7	-1.9&-1.4
Cc1nn(-c2ccc(C(=O)N3CCC(C)CC3)cc2)c2c1C(=O)CC(C)(C)C2	25.7	-2.7
C#CCOCC1CCCN(C(=O)c2cnccn2)C1 (stereo not drawn)	8.1	-0.1
Cc1cc(C)c(NC(=O)COc2ccccc2C)c(Cl)c1	-6.3	5.5
COc1ccc(Cl)cc1NC(=O)c1csc(-c2cnccn2)n1	-8.9	29.4
O=S(=O)(c1cccs1)N1CCN(c2ccc(Nc3cccnc3)nn2)CC1	-7.3	-0.9
CCSc1nnc(-c2nn(C)c3c2CN(C(=O)C2CCCCC2)CC3)n1C	-0.5	-3.8
CC12CCC(C(=O)N(c3cccc(F)c3)C1=O)C2(C)C (stereo not drawn)	-8.4	-3.6
C=C(C)COc1ccc2oc(C(C)(C)C)c(C(=O)OCC)c2c1	-67.6	2.3
COc1ccc(/C=c2\sc3nc(-c4ccc(OC(C)C)cc4)nn3c2=O)c(OC)c1	28.0	-2.8
COc1ccc(NC(=O)c2ccccc2I)c([N+](=O)[O-])c1	25.5	-5.0
O=C(NCCCNc1ccc([N+](=O)[O-])cc1Cl)c1cc(F)c(F)cc1Cl	14.0	-3.8
COc1cccc(NC(=O)c2ccc(-c3ccnc(N4CCCCC4)n3)cc2)c1	-9.0	0.6
Cc1ccc(-c2nc(-c3ccccn3)no2)cc1[N+](=O)[O-]	1.6	-6.3
CSc1nc(N2CCOCC2)c2c(c1C#N)CC(C)(C)OC2	-3.0	3.6
Cc1ccc(N2CCC(NC(=O)C3CCC3)C2=O)cc1C (stereo not drawn)	-4.4	-0.5
Cc1ccc(C2N(Cc3ccccc3)CCN2Cc2ccccc2)o1	1.0	0.3
COc1ccc(/C=C2/N=C(c3ccccc3F)OC2=O)c(OC)c1	29.0	-1.7
CCN(CC)c1ccc(Nc2nc(-c3c(C)nc4sccn34)cs2)cc1	92.8*	0.1
COc1ccc(C)cc1S(=O)(=O)NCC1CCCO1 (stereo not drawn)	-12.5	0.8
COCC(=O)Nc1cccc(C)c1C	1.7	-7.1
COc1ccc(C(=O)N2CCC(CCOc3ccc(F)cc3)CC2)cc1	-3.2	0.0
O=C(NCC1(O)CCCC1)c1cnccn1	-4.2	-2.7
O=C(O)CCCC(=O)N1N=C(c2ccc(Br)cc2)CC1c1ccc(Cl)cc1 (stereo not drawn)	23.0	0.7
Cc1nc2ccc(Br)cc2[nH]1	-2.2	-7.0
O=C(c1nn2c(c1Cl)NC(c1ccco1)CC2C(F)(F)F)N1CCCC1 (stereo not drawn)	5.0	-7.9
CC(NC(=O)C1CCN(c2cnn(Cc3ccccc3)c(=O)c2)CC1)c1ccc(F)cc1 (stereo not drawn)	12.8	-2.6
COc1cc(C=C2SC(=S)N(c3cccc(O)c3)C2=O)ccc1O	80.9*	-80.7
O=C(/C=C1\Sc2ccccc2N(Cc2ccc(F)cc2)C1=O)NC1CC1	8.0	-18.2
CCN(CC)C(=O)CC(c1cc(OC)c(OC)c(OC)c1)c1c(O)cc(OC)cc1OC (stereo not drawn)	12.1	-3.6
Cc1c(C(=O)NCCc2ccc(Cl)cc2)oc2ccc(S(=O)(=O)N3CCC(C)CC3)cc12	6.0	-3.2
COc1ccc(-c2csc(NC(=O)Nc3ccc([N+](=O)[O-])cc3)n2)cc1OC	28.9	3.6
O=C(Nc1ccccc1)OCc1ccc(-c2cc(C(F)(F)F)cc(C(F)(F)F)c2)o1	·	0.7
COc1ccc(OC)c(CN2CCN(Cc3cc(OC)c(OC)cc3OC)CC2)c1	5.5	-3.7
C=CCC1CCCCC12NC(=O)NC2=O (stereo not drawn)	-6.6	-5.3
Cc1cccc(C2=N/C(=C\c3cccnc3)C(=O)O2)c1	0.0	1.2
CC(O)CNC(=O)c1cnn2c(-c3ccc(C(C)C)cc3)ccnc12 (stereo not drawn)	-11.8	-1.0
CC(=O)N1c2ccc(S(=O)(=O)N(C)c3ccc(Br)cc3)cc2CC1C (stereo not drawn)	24.0	4.5
Cc1ccc(CNC(=O)CCN2N=C(c3ccc(C)cc3)CCC2=O)cc1	17.0	-13.2
Cc1ccc(NC(=O)c2cc(S(=O)(=O)NCCC3=CCCCC3)ccc2F)cc1F	9.0	-1.0
O=C(NCCc1ccccc1)c1ccc(Cl)s1	-1.0	-1.7
COc1ccc(-c2nc3s/c(=C\C=C\c4ccccc4)c(=O)n3n2)cc1	16.0	1.4
Cc1cc(I)ccc1NC(=O)CCN1C(=O)c2ccccc2C1=O	2.9	-5.7
COCCNC(=O)C1c2ccccc2C(=O)N(Cc2ccc(F)cc2)C1c1ccc(OC)cc1 (stereo not drawn)	4.0	1.0
CC(C)NC(=O)c1ccc(OCC2CCN(C(=O)C3CCCO3)CC2)cc1 (stereo not drawn)	3.9	-1.0
COc1ccc(CN2CCCC2c2cc(C(C)C)on2)c(OC)c1 (stereo not drawn)	3.9	-7.1
O=C(Nc1csc2ccccc12)NC1CCN(Cc2ccccc2)CC1	·	-6.5
Cc1ccc(NC(=O)CCS(=O)(=O)c2ccc(Br)s2)c(Cl)c1	2.0	-6.3
CN(C)c1ncncc1N1CCC(C(=O)NC2CCN(Cc3ccccc3)CC2)CC1	4.2	14.7
COc1ccc(C2CC(C(F)(F)F)n3ncc(C(=O)NCc4cccs4)c3N2)cc1OC (stereo not drawn)	14.0	-8.3
COc1ccc(OC)c(C(=O)c2ccc(C(=O)NC(C)(C)C)cc2)c1	-2.9	-2.0
CC(=O)NC1=NN(C(C)=O)C(c2cccnc2)S1 (stereo not drawn)	-3.0	-1.5
CCCCCNC(=O)C1CC(=O)N(CCc2c[nH]c3ccc(Cl)cc23)C1 (stereo not drawn)	39.0	-3.9
O=c1[nH]c(-c2ccc(Br)cc2)cn1-c1ccc(Cl)cc1	63.0*	-4.5
CC1CCN(c2oc(-c3ccc(F)cc3)nc2C#N)CC1	21.0	-3.3
CC(NC(=O)C1CCN(c2cn[nH]c(=O)c2)CC1)c1ccc(F)cc1 (stereo not drawn)	4.7	1.9
CCCNC(=O)C1CCCN(c2cnn(C)c(=O)c2)C1 (stereo not drawn)	-4.1	0.0
NC(CC(=O)O)c1ccc(Br)cc1 (stereo not drawn)	1.6	-2.5
Additional entries:
SMILES	mHTT CaM bind	Pf apPOL inh
Cc1ccc(C)c(N(C)C(=O)c2coc(=O)c3ccccc23)c1	1.0	-5.7
O=C(CN1C(=O)CC(c2cccc(Cl)c2)=Nc2cccnc21)Nc1ccccc1	2.3	2.5
COc1cc(NC(=O)c2ccc(Cl)c([N+](=O)[O-])c2)ccc1NC(=O)c1cc2ccccc2o1	3.0	5.0
Cn1c(Sc2ccc([N+](=O)[O-])c(C(=O)O)c2)nnc1-c1ccccc1	6.3	-2.1
CN1CCN(C(=O)c2ccc3c(c2)NC(=O)C(N2CCOCC2)S3)CC1 (stereo not drawn)	-2.0	-22.5
COc1ccc(NC(=O)Cn2ccc3c(SCc4ccccc4)nccc32)cc1	-0.6	-1.3
CCOC(=O)CC(=O)CSc1nnc(Cn2c(=O)sc3ccccc32)n1C	-8.7	-0.4
O=C(C1CCCN(S(=O)(=O)c2ccc(Br)s2)C1)N1CCCCCC1 (stereo not drawn)	-3.0	2.8
C=C(C)Cc1c(C)c(C#N)c2[nH]c3ccccc3n2c1=O	-1.0	-49.2
Cc1ccc(NC(=O)c2cc(Cl)sc2Cl)cc1Cl	-4.1	-3.1
CN1CC=C2C(C#N)=C(N)C(C#N)(C#N)C(c3cccc(F)c3F)C2C1 (stereo not drawn)	33.0	-2.1
CC(C)N1Cc2cc(C(=O)NCc3cccc(Cl)c3)sc2C1	0.9	-5.2
c1ccc(Cn2nnnc2-c2ccco2)cc1	-6.3	-4.8
CCNC(=O)C1CN(C(=O)c2cccs2)CC12CCCCC2 (stereo not drawn)	-9.2	-1.6
Cc1cccc(-c2noc(-c3ccc(F)cc3)n2)c1	-27.2	-9.0
O=C(Nc1ccc(I)cc1C(=O)O)c1ccccc1	0.9	0.2
Cc1ccc(C(=O)NC2CCCCC2)c(C2CCN(C(=O)c3ccccc3)CC2)n1	13.7	-6.5
O=C1C2CC=CCC2C(=O)N1c1ccc(NCCc2ccc(Cl)cc2)c([N+](=O)[O-])c1 (stereo not drawn)	40.0	-22.0
CCOC(=O)NC(NCc1ccccc1)(C(=O)OCC)C(F)(F)F (stereo not drawn)	·	-10.4
COc1cc(CN2CCC(C(=O)N3CCc4ccccc4C3)CC2)ccc1OCc1ccccc1	35.4	-1.7
CCC(N)C12CC3CC(CC(O)(C3)C1)C2 (stereo not drawn)	13.6	-2.9
COc1cccc(CN2CCc3c(cc(C(=O)NC(C)c4cccnc4)n3C)C2)c1 (stereo not drawn)	39.1	-2.0
Cc1ccc(C(=O)N2CCCC(COc3ccc(C(=O)NC(C)C)cc3)C2)cc1F (stereo not drawn)	13.2	-3.7
N/C(=N\OCc1ccc(Cl)cc1Cl)c1nonc1N	i	·
CNS(=O)(=O)c1cc(-c2n[nH]c(=O)c3ccccc23)ccc1C	-3.0	-4.3
COc1ccc(OC)c(CN2CCN(CC3CC=CCC3)CC2)c1 (stereo not drawn)	-1.0	0.7
COc1cc([N+](=O)[O-])ccc1-c1ccc(/C=C2\C(=O)ON=C2c2ccccc2)o1	19.0	-0.9
CNc1nc(C(N)=O)c(NC(=O)C23CC4CC(CC(C4)C2)C3)s1	5.5	·
CSc1ccc(/C=C(\C#N)c2nn(-c3ccccc3)c(N)c2C#N)cc1	16.0	-1.0
COc1ccc(Cl)cc1C1C2=C(CC(C)(C)CC2=O)NC2=C1C(=O)CC(C)(C)C2	15.5	-5.7
COc1ccc(Cl)cc1C(=O)Nc1sc(SCC(N)=O)nc1-c1ccccc1	31.0	-2.9
CCC(=O)Nc1nc(-c2ccc(Cl)c(Cl)c2)nc2c1c(=O)oc1ccccc12	-3.0	-14.3
COC(=O)COc1ccc2oc(=O)c(-c3cc(OC)ccc3OC)c(C)c2c1	6.4	-3.1
c1ccc(CSc2nnc(C34CC5CC(CC(C5)C3)C4)o2)nc1	-3.8	·
O=C(O)c1ccc(N2C(=O)C3CC(Br)C(Br)CC3C2=O)cc1 (stereo not drawn)	-1.0	0.6
COc1ccc(Nc2nc(Nc3ccc(OC)cc3)nc(Sc3nccn3C)n2)cc1	40.0	-1.1
CC1CCN(Cc2csc(N3CCN(C(=O)c4ccccc4)CC3)n2)CC1	6.4	-1.6
Cc1c(-c2ccccc2)c(=O)oc2ccc(OC(=O)c3ccc([N+](=O)[O-])cc3)cc12	0.0	-2.5
Cc1ccc(CNC(=O)C2(n3cccc3)CCCCC2)cc1	-6.5	-10.1
Cc1ccc(-c2nc(-c3ccc4c(c3)ncn4CCN3CCCC3)no2)s1	20.4	1.3
COc1ccc(O)c(C(=O)C=Cc2ccc3c(c2)OCCO3)c1	60.9*	5.7
Cc1ccc(N2C(=O)CC(NC3CCN(Cc4ccccc4)CC3)C2=O)cc1 (stereo not drawn)	-5.5	-2.5
CCCOc1ccccc1/C=C1/SC(N2CCOCC2)=NC1=O	5.0	-2.4
O=S(=O)(c1ccc(F)cc1)N1CCN(Cc2c[nH]c3ccccc23)CC1	14.5	-15.9
CC(C)(C)CC(=O)Nc1cccc2c1CCCC2	1.6	3.4

Exported bar-delimited: part of the list above.
smiles | mHTT CaM bind | Pf apPOL inh
CSc1ccc(/C=C(\C#N)c2nn(-c3ccccc3)c(N)c2C#N)cc1 | 16.0 | -1.0
COc1ccc(Cl)cc1C1C2=C(CC(C)(C)CC2=O)NC2=C1C(=O)CC(C)(C)C2 | 15.5 | -5.7
COc1ccc(Cl)cc1C(=O)Nc1sc(SCC(N)=O)nc1-c1ccccc1 | 31.0 | -2.9
CCC(=O)Nc1nc(-c2ccc(Cl)c(Cl)c2)nc2c1c(=O)oc1ccccc12 | -3.0 | -14.3
COC(=O)COc1ccc2oc(=O)c(-c3cc(OC)ccc3OC)c(C)c2c1 | 6.4 | -3.1
c1ccc(CSc2nnc(C34CC5CC(CC(C5)C3)C4)o2)nc1 | -3.8 | ·
O=C(O)c1ccc(N2C(=O)C3CC(Br)C(Br)CC3C2=O)cc1 (stereo not drawn) | -1.0 | 0.6
COc1ccc(Nc2nc(Nc3ccc(OC)cc3)nc(Sc3nccn3C)n2)cc1 | 40.0 | -1.1
CC1CCN(Cc2csc(N3CCN(C(=O)c4ccccc4)CC3)n2)CC1 | 6.4 | -1.6
Cc1c(-c2ccccc2)c(=O)oc2ccc(OC(=O)c3ccc([N+](=O)[O-])cc3)cc12 | 0.0 | -2.5
Cc1ccc(CNC(=O)C2(n3cccc3)CCCCC2)cc1 | -6.5 | -10.1
Cc1ccc(-c2nc(-c3ccc4c(c3)ncn4CCN3CCCC3)no2)s1 | 20.4 | 1.3
COc1ccc(O)c(C(=O)C=Cc2ccc3c(c2)OCCO3)c1 | 60.9* | 5.7
Cc1ccc(N2C(=O)CC(NC3CCN(Cc4ccccc4)CC3)C2=O)cc1 (stereo not drawn) | -5.5 | -2.5
CCCOc1ccccc1/C=C1/SC(N2CCOCC2)=NC1=O | 5.0 | -2.4
O=S(=O)(c1ccc(F)cc1)N1CCN(Cc2c[nH]c3ccccc23)CC1 | 14.5 | -15.9
CC(C)(C)CC(=O)Nc1cccc2c1CCCC2 | 1.6 | 3.4

Following part:
SMILES	mHTT CaM bind	Pf apPOL inh
COCC(=O)N1CCCC(C)(C(=O)NCc2cccc(F)c2)C1 (stereo not drawn)	-9.4	-1.5
CCN=C1SC(CC(=O)Nc2ccc(C(F)(F)F)cc2)C(=O)N1CC (stereo not drawn)	5.0	11.9
O=C1c2ccccc2-c2ncnc3c(S(=O)(=O)O)cc(O)c1c23	44.6	5.0
CC(CC(=O)NCCc1ccc(F)cc1)c1ccccc1 (stereo not drawn)	-9.0	-8.3
O=C(NC1CC1)c1ccc(OCC2CCN(C(=O)c3ccc(F)cc3)CC2)cc1	10.1	-0.5
CC(C)(C)c1cc(C(c2ccccn2)N2CCCCC2)cc(C(C)(C)C)c1O (stereo not drawn)	77.2*	-4.6
COc1ccc(C)cc1C1=C/C(=C\c2ccco2)C(=O)O1	19.0	1.2
